Screening results deposited in PubChem by National Center for Advancing Translational Sciences (NCATS).
TRHR PAM: allosteric enhancers of human TRH receptor; P34981; actives 0.66% (n = 360,000); enhancement, % at 2 µM; TRHR cells, fluo-8 calcium fluorescence, EC20 TRH enhancement; in the data active means enhancement above about 30%; further: 0% is about no effect
Target sequence (P34981 whole entry, looked up): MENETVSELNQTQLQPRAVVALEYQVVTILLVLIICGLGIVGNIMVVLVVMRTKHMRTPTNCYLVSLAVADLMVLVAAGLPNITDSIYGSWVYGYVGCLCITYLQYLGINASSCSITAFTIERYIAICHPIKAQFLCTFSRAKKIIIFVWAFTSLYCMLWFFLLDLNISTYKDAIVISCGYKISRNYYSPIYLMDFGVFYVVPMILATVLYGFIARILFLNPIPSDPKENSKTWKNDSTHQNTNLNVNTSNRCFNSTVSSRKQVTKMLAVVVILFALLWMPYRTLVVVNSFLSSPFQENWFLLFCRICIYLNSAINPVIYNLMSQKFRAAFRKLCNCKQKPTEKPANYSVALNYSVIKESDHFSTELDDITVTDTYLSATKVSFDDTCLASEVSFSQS
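TRHR-expressing cells loaded with fluo-8 calcium dye were read kinetically (ex 480/em 530) during compound addition, then stimulated with an EC20 of TRH (10 nM final). Enhancement of the Gq-mediated intracellular calcium response was scored.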
D2 antag: D2 dopamine receptor (human) antagonism. P14416. HEK293 TREx D2 cells, calcium flux, dopamine EC80. inhibition, % at 10 µM. actives 2% (n = 340,000); in the data active means inhibition above about 30%; further: 0% is about no effect
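Inhibition of EC80 dopamine-driven calcium flux, recorded kinetically, defines activity here; cells are a tetracycline-induced HEK293 T-REx line expressing force-coupled D2.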
D2 agonist: activates the human D2 dopamine receptor; HEK293 T-REx D2 cells, calcium flux agonist mode; activation, % at 2 µM; actives 0.53% (n = 340,000);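 active means activation over 3 SD above normal in the single-dose calcium agonist read, cut at about 30% in these data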; further: 0% is about no effect
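Calcium-flux readout, 1 cycle/sec over 180 s following compound pin transfer, in inducible HEK293 Trex D2 cells (force-coupled); dopamine controls included. Positive calcium responses during this window marked compounds as potential agonists.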
rTrxR1 inhibitor: blocks rat thioredoxin reductase 1. O89049. recombinant rTrxR1, NADPH fluorescence consumption, selenite substrate. Potency, µM (series often up to 114 µM), for the others: top-dose activity change, negative = inhibition, most hits filed as inhibitors. actives 1% (n = 390,000). AID 588453; further: potency means the concentration at half of the fitted maximal effect; on the % scale 0 is the no-effect control and ±100 the full control effect; nearly all actives have a fitted effect of over 65% in size
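Rat TrxR1 (90 nM in the dispensed reagent) was pre-reduced with 400 uM NADPH for 5 min at room temperature, then incubated with compound for 15 min. After 400 uM selenite was added, NADPH fluorescence (Ex 340/Em 450 nm) was followed for 8 min.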
USP1-UAF1 inh: USP1/UAF1 (human) deubiquitinase inhibition | O94782 | recombinant USP1/UAF1, Ub-Rhodamine cleavage fluorescence | Potency, µM (top dose mostly 57.1 µM), for inactives: at the top dose activity change, negative = inhibition, actives largely listed as inhibitors | actives 0.23% (n = 390,000); further: potency means the concentration at half of the fitted maximal effect; on the % scale 0 is the no-effect control and ±100 the full control effect; nearly all actives have a fitted effect of over 60% in size; inactives centre near -12
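USP1/UAF1 complex at 1 nM was preincubated with compound for 15 min at room temperature, then Ub-Rho substrate (150nM final) was added. Fluorescence (480/540 nm) was read kinetically, 6 reads every 60 seconds.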
Pin1 inh: blocks the human prolyl isomerase Pin1 | Q13526 | Pin1 FP peptide displacement, HiFluor488, 10 min | Potency, µM (series often up to 115 µM), inactives show top-dose activity, negative = inhibition, most hits filed as inhibitors | actives 0.009% (n = 390,000) | AID 504891; active means well fitted inhibition curve with a large enough effect in the polarisation, with a control signal flat, not every such curve was filed as active; inconclusive means small, poorly fitted or top-dose-only effect, or effect the other way, or a change in a side signal; inactive means no such curve, though single readings can be large or run the other way; the % refers to the polarisation; further: potency means the concentration at half of the fitted maximal effect; on the % scale 0 is the no-effect control and ±100 the full control effect
Target sequence (Q13526 whole entry, looked up): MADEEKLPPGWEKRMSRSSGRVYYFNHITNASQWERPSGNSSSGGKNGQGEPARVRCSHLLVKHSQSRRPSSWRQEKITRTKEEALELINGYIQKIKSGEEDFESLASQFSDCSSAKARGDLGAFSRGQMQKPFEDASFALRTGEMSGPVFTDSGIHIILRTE
mIDH1 inhibitor: human IDH1 R132H inhibition; O75874; IDH1-R132H enzyme, NADPH consumption, diaphorase/resazurin fluorescence; actives 0.093% (n = 390,000); Potency, µM (titrated, usually from 76.6 µM), for inactives: top-dose activity change, negative = inhibition, actives largely listed as inhibitors; AID 602179; further: potency means the concentration at half of the fitted maximal effect; on the % scale 0 is the no-effect control and ±100 the full control effect; nearly all actives have a fitted effect of over 65% in size
Target sequence (O75874 whole entry R132H, stated change not applied): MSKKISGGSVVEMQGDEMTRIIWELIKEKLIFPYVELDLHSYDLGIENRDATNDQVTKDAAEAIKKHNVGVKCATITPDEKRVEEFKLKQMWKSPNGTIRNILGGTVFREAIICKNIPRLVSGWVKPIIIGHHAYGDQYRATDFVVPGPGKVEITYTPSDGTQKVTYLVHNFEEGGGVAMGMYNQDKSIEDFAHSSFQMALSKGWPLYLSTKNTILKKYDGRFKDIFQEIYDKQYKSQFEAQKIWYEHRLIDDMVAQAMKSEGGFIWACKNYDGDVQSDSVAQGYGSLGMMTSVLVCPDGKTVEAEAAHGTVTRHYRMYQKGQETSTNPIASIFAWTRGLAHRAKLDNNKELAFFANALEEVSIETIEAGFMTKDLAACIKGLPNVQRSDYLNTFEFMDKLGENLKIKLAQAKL
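IDH1-R132H (0.5 ug/mL dispensed) in pH 7.5 Tris buffer was preincubated 30 min with compound, then given a substrate mix of 0.016 mM NADPH and 2 mM alpha-KG for 80 min at room temperature; remaining NADPH was read by diaphorase/resazurin fluorescence.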
TrxR1 substrate: substrates of rat thioredoxin reductase 1 | O89049 | purified TrxR1 substrate turnover, NADPH consumption readout | Potency, µM (top dose mostly 114 µM), without a hit: top-dose activity change, negative = substrate turnover | actives 0.01% (n = 390,000); further: potency means the concentration at half of the fitted maximal effect; on the % scale 0 is the no-effect control and ±100 the full control effect; nearly all actives have a fitted effect of over 50% in size
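Rat TrxR1, dispensed at 90 nM, was prereduced with 400 uM NADPH (final) for 5 min at ~22 deg C, then incubated with compound 15 min before 400 uM selenite. A first-read NADPH fluorescence drop versus no-compound background flagged substrates.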
TRHR agonist: activates the human TRH receptor. TRHR cells, calcium flux fluo-8, FDSS agonist mode. P34981. actives 0.18% (n = 360,000). activation, % at 2 µM; in the data active means activation above about 30%; further: 0% is about no effect
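Steps: seed TRHR cells overnight; add fluo-8 no-wash Ca dye, RT 30 min–1.5 h; record 10 s baseline; pin-transfer compounds; monitor fluorescence 1 cycle/s for the agonist window. Calcium increases flag candidate agonists.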
Active calls of the source: *; ? = inconclusive; / = no result given; & = joins results of further samples; [ ] = dose if it differs, or a comment. Unless noted, the call rests on the fitted dose curve; in most records, active means well fitted inhibition curve with a large enough effect; inconclusive means small, poorly fitted or top-dose-only effect; inactive means no such curve, though single readings can be large or run the other way. These rows are one share of the data, so the mix of outcomes need not match the whole.

SMILES | TRHR PAM | D2 antag | D2 agonist | rTrxR1 inhibitor | USP1-UAF1 inh | Pin1 inh | mIDH1 inhibitor | TrxR1 substrate | TRHR agonist
CC(=O)N(CCC(Cc1ccccc1)c1ccc2c(c1)OCO2)Cc1ccc(Cl)cc1 (stereo unspecified) | -10 | 17 | 1.4 | 7% | -12% | ? | 7.4µM* | -5% | 2.2
CC1CCCC(C)N1CCCNC(=O)Cn1c(=O)c2cccn2c2cccnc21 (stereo unspecified) | 2 | -1 | 0.6 | -10% | -20% | -17% | 0% | 10% | 0.0
O=C(Nc1nc2ccccc2n1CCN1CCCCC1)C1CCCCC1 | -7 | 42* | -0.7 | 16%[57.1 µM] | 2% | -1% | 2% | -16% | 1.1
COc1ccc(C)cc1NS(=O)(=O)c1ccc2c(c1)[C@H]1C=CC[C@H]1[C@@H](c1cccc(Cl)c1)N2 | -2 | / | 0.7 | ? | -23% | -1% | 12% | -4% | 0.4
CCSc1ncc(CO)c(N)n1 | 5 | -13 | -0.6 | -4% | -5% | 6% | -1% | -5% | 1.2
O=C(COc1ccc2ccccc2c1)Nc1cccc2cccnc12 | 2 | / | / | 4%[57.1 µM] | -23% | 32%[activator] | 8% | 10%[57.1 µM] | 0.8
O=S(=O)(/N=C(/c1ccc(Cl)cc1)N1CCOCC1)c1ccc(Cl)cc1 | 0 | -4 | -0.1 | 0%[57.1 µM] | -17% | 9% | 9% | -5%[57.1 µM] | 0.2
CN(C)c1ccc(C=NCCC2(c3ccccc3)CCOC(C)(C)C2)cc1 (stereo unspecified) | -1 | -7 | -1.0 | 14%[0.0914 µM] | -11% | 7% | 5% | -5% | 0.0
CC(NC(=O)C1CCN(C(=O)c2cccs2)CC1)c1ccc(S(N)(=O)=O)cc1 (stereo unspecified) | 11 | -3 | 4.9 | -10% | -6% | -2% | -13% | -12% | 0.3
c1ccc(CCNc2ccccn2)nc1 | / | / | / | -12%[11.4 µM] | 2% | 0% | -1% | 6%[57.1 µM] | /
COc1ccc(NC(=O)Cn2c(=O)n(-c3ccc(C)c(C)c3)c(=O)c3c4c(sc32)CCCCC4)cc1Cl | 4 | / | 4.5 | 7% | -18% | 0% | 14% | 2% | 1.4
COc1cc(-c2nnc(SCC3(c4ccccc4)OCCO3)o2)cc(OC)c1OC | 9 | -22 | 0.4 | -5% | -4% | 4% | 8% | 2% | -1.2
CCn1nnnc1SCC(=O)N1CCCc2ccccc21 | -5 | -22 | -0.3 | -13% | -7% | -3% | 5% | 0% | 0.7
CC(=O)Nc1nonc1-c1nnc(SCc2ccc(F)cc2)n1C | 3 | / | / | 5% | -19% | -5% | -7% | 3% | -0.8
O=C1CN(C(=O)CNC(=O)c2ccc(Cl)cc2Cl)CCN1 | 4 | 12 | 1.2 | 13% | -19% | -4% | 5% | 1% | 0.7

Of the compounds above, these have a thiophene ring, fused or not.
SMILES | TRHR PAM | D2 antag | D2 agonist | rTrxR1 inhibitor | USP1-UAF1 inh | Pin1 inh | mIDH1 inhibitor | TrxR1 substrate | TRHR agonist
CC(NC(=O)C1CCN(C(=O)c2cccs2)CC1)c1ccc(S(N)(=O)=O)cc1 (stereo unspecified) | 11 | -3 | 4.9 | -10% | -6% | -2% | -13% | -12% | 0.3
COc1ccc(NC(=O)Cn2c(=O)n(-c3ccc(C)c(C)c3)c(=O)c3c4c(sc32)CCCCC4)cc1Cl | 4 | / | 4.5 | 7% | -18% | 0% | 14% | 2% | 1.4

Additional results
SMILES | TRHR PAM | D2 antag | D2 agonist | rTrxR1 inhibitor | USP1-UAF1 inh | Pin1 inh | mIDH1 inhibitor | TrxR1 substrate | TRHR agonist
C/C(=N\NC(=O)c1nnn(-c2nonc2N)c1CSc1ccccc1)c1ccco1 | -11 | 3 | 0.5 | 26% | -14% | 5% | -1% | -1% | 4.0
CC(NC(=O)c1ccc(F)cc1)c1ccc(F)cc1 (stereo unspecified) | -8 | -4 | -0.7 | 11% | -19% | -1% | 0% | 5% | 0.2
O=C(COC(=O)c1ccc(O)cc1O)N=c1sccn1Cc1ccccc1Cl | 8 | -19 | -0.3 | 15%[11.4 µM] | -5% | -1% | -5% | 9%[11.4 µM] | 0.2
O=C(c1ccc(Sc2ccccc2)c([N+](=O)[O-])c1)N1CCOCC1 | 0 | -7 | 3.1 | 4%[2.29 µM] | -15% | -4% | 1% | 0%[57.1 µM] | 0.1
CNC(=O)COc1ccc(S(=O)(=O)Nc2ccc(OC)cc2)cc1 | -3 | -9 | 7.6 | 9% | -7% | -10% | 0% | -1% | 0.6
CCN=C1SC(CC(=O)NC(N)=O)C(=O)N1CC (stereo unspecified) | 1 | -12 | 1.3 | -13% | -15% | -7% | 4% | -5% | 0.2
Cc1ccc(C(CNC(=O)Nc2cccc(C)c2)N2CCN(C)CC2)cc1 (stereo unspecified) | -4 | -17 | 0.6 | 21% | -17% | -9% | 2% | 10% | 0.8
CCc1nn(CC(=O)Nc2ccc(N(CC)CC)cc2C)c(=O)c2cc3sccc3n12 | -6 | / | -0.4 | 12% | -7% | 0% | -7% | -2% | -0.1
COCCNc1oc(-c2ccco2)nc1S(=O)(=O)c1ccccc1 | -6 | 12 | 0.4 | -29% | 6% | -5% | -3% | -5% | 0.0
CC(=O)Nc1cc(-n2cnnn2)ccc1C | 8 | 1 | 0.4 | 36%[11.4 µM] | 2% | -5% | 12% | 16%[11.4 µM] | -0.2
CC(=O)Nc1cc(C(=O)N2CCCC2)ccc1S(=O)(=O)c1ccc(C)cc1 | 1 | 9 | 1.6 | -14% | -12% | 3% | 4% | -10% | -0.4
O=c1c(F)cn(C2CCCO2)c(=O)n1Cc1c(Cl)cccc1Cl (stereo unspecified) | 9 | 0 | 0.6 | 23% | -9% | 1% | -6% | 3% | 1.0
Cc1ccc(C)c(C(=O)COC(=O)CCCC(=O)Nc2cc(C(F)(F)F)ccc2Cl)c1 | 13&2 | 2 | 0.0&0.8 | 8%&5% | ? | ? | -8%&10% | -3%&-8% | 1.2&1.2
c1ccc2c(N3CCOCC3)c3c(nc2c1)CCC3 | -5 | -13 | -0.5 | 21%[11.4 µM] | -26% | -1% | -5% | 0% | 0.4
O=C1c2ccccc2-c2c1cccc2C(=O)N1CCN(C(=O)c2ccco2)CC1 | -3 | -12 | 0.1 | 32µM* | -24% | ? | 0% | 9% | -0.2
COc1ccc(NC(=O)CCCCCN2C(=O)CCC2=O)cc1Cl | -1 | -11 | -0.3 | 22% | -14% | 0% | 4% | 10% | 0.1
CC(=O)c1ccc(S(=O)(=O)N2CCn3cccc3C2C)cc1 (stereo unspecified) | 0 | 20 | -1.8 | -17% | -9% | -20% | -13% | -3% | 1.4
COc1ccc(CC(=O)Nc2sc3c(c2C(=O)Nc2ccccc2)CCCCC3)cc1 | -7 | / | 0.3 | 10% | 24% | 1% | -14% | -1% | 1.1
COc1ccc(C(=O)NCCSc2ccccn2)cc1 | -3 | -1 | -0.5 | 11%[57.1 µM] | -3% | -4% | 0% | 7%[57.1 µM] | -1.2
COc1cccc(N2CCN(C(=O)c3ccc4c(=O)n(CCc5ccccc5)c(=O)[nH]c4c3)CC2)c1 | -2 | / | 0.3 | 17% | -28% | 58%[activator] | -9% | 0% | 0.0
CN(C(=O)CCN1C(=O)/C(=C/c2ccccc2)SC1=S)C1CCS(=O)(=O)C1 (stereo unspecified) | 4 | -18 | 0.9 | -2% | -9% | -4% | -5% | -8% | 0.4
O=C(Nc1nnc(-c2ccccc2F)s1)Nc1ccccc1F | 2 | -15 | 0.2 | 28% | -4% | -10% | -14% | -2% | 0.8
Cc1ccc(C(=O)NNC2=Nc3cc([N+](=O)[O-])ccc3OC2)cc1 | -6 | 18 | 1.0 | 13% | -3% | 5% | 2% | 0% | 1.7
COc1cc(OC)c(C(=O)NNC(=S)NC2CCCCC2)cc1OC | -2 | 6 | -0.4 | -1%[57.1 µM] | -9% | 0% | -1% | 13%[57.1 µM] | 0.0
CC1=CC(C)C(/C=N/n2cnnc2)C(C)C1 (stereo unspecified) | -6 | -8 | 0.5 | 13% | -20% | -6% | 6% | 3% | 0.3
CCOc1ccc(S(=O)(=O)N(CC)CC(=O)NC2CC2)cc1 | 1 | -1 | -0.8 | 3% | -14% | 4% | -6% | -4% | -0.5
COc1cccc(NC(=O)Cn2c(-c3cncs3)nc3ccccc32)c1 | 1 | / | / | 35%[57.1 µM] | -9% | 1% | -1% | 1%[57.1 µM] | -0.4
COc1ccc(C2C(C(N)=O)=C(C)Nc3nc(CCCO)nn32)cc1 (stereo unspecified) | 1&1 | -7 | 0.3&-0.4 | 11%&-2%[57.1 µM] | -5%&-7% | -2%&-2% | 1%&-3% | -10% | 0.3&0.2
CN(C(=O)c1ccccc1C(=O)OCC(=O)Nc1cccc(Br)c1)c1ccccc1 | 4 | 14 | -0.3 | 16% | -17% | ? | -2% | -5% | -0.2
O=C(CSc1cn(CCNC(=O)c2ccccc2F)c2ccccc12)Nc1ccc(F)cc1 | -15 | / | 0.3 | -4% | -28% | 4% | -3% | -1% | -1.5
O=C(c1cc(F)ccc1F)C1CCCN(C(=O)c2cccs2)C1 (stereo unspecified) | -6 | 1 | 1.1 | 1%[57.1 µM] | -20% | -1% | 1% | -1%[57.1 µM] | 0.9
O=C(O)CC/C(=C\c1cc([N+](=O)[O-])ccc1Cl)c1nc2ccccc2s1 | -4 | -12 | 0.4 | -12% | -9% | 0% | -1% | -8% | 0.1
CCS(=O)(=O)c1nc(S(=O)(=O)c2ccc(C)cc2)c(NC)s1 | 0 | / | -0.2 | 1% | 19% | 12% | -3% | -6% | 0.4
CC1CC(C)CN(S(=O)(=O)c2ccc(C(=O)NCCCn3ccnc3)cc2)C1 (stereo unspecified) | 0 | 4 | 0.2 | 13% | -20% | -4% | 0% | 1% | -0.5
Cc1cc2cc(CNC(=O)CCC(=O)O)ccc2n1C | -8 | -13 | 1.4 | 31% | -24% | -16% | -5% | 7% | 0.9
